Screening data from PubChem.
Neddylation inh: inhibitors of cullin neddylation, primary screen, biochemical, TR-FRET, uHTS, NAE and Ubc12. NEDD8-conjugating enzyme Ubc12 (Homo sapiens) + NEDD8-activating enzyme E1 regulatory …. calls only at 25 µM. actives 0.58% (n = 360,000). AID 651699, 2012; in the data active = inhibition above about 36%
SKN-1 inh: suppressors of acrylamide-induced Pgst-4::GFP reporter in worms, primary screen, SKN-1 inhibitor project, whole organism, uHTS, GFP/RFP fluorescence ratio, strain VP596; AID 624304, 2012; C. elegans VP596 Pgst-4::GFP/RFP ratio, 24 h; actives 0.49% (n = 360,000); inhibition, % at 21.8 µM;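 active = interference check ratio from 0.5 to 1.5 plus GFP to RFP signal ratio inhibition reaching or exceeding a fixed threshold, cut at about 30% in these data, passing the limit was not always enough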; also: some compounds called inactive have numbers as strong as hits
NRP1-CendR mod: modulators of CendR peptide binding to NRP-1, primary screen, biochemical, fluorescence polarization, uHTS | inhibition, % at 25 µM | FAM-RPARPAR peptide binding to NRP-1 | actives 0.85% (n = 360,000);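 active = inhibition or corrected inhibition above about 18%, plus a signal ratio from 0.5 to 1.5, limit read from the data, passing the limit was not always enough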; also: strong numbers were not always called active
bovine MsrA act: bovine MsrA enzyme activators, primary screen, biochemical, absorbance, HTS | Methionine sulfoxide reductase A (Bos taurus) | AID 602163, 2012 | activation, % at 10.6 µM | purified bovine MsrA, absorbance read-out | actives 0.3% (n = 360,000); in the data active = activation above about 7.5%;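 also: 0% = vehicle and 100% = reference activator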
MT1-MMP act inh: blockers of MT1-MMP proenzyme processing, primary screen, HT1080 RFP-PRO-GFP cells, GFP/RFP fluorescence; GFP/RFP ratio fluorescence, overnight; percent of plate control window, DMSO zero; GFP/RFP ratio change, % at 20 µM; actives 0.061% (n = 360,000); AID 651647, 2012;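 active = GFP/RFP ratio change of at least 30% with cell ATP level not reduced by more than half and red fluorescence within 50% of control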; also: strong numbers were not always called active
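Test system: HT1080 cells expressing an RFP-PRO-GFP fluorescent reporter construct / Compound dosing: single-point 20 µM compound, 1% DMSO / Schedule: cells overnight before dosing, compound overnight, 37 °C, 5% CO2 / Evaluation: GFP/RFP fluorescence ratio / Control set: DMSO and RFP-L50D-GFP cell wells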
FAS-TE inh: FAS thioesterase domain inhibitors, primary screen, biochemical, fluorescence intensity, uHTS; recombinant FAS-TE, OMFH fluorogenic substrate, fluorescence endpoint; inhibition, % at 15 µM; AID 602261, 2012; actives 0.67% (n = 360,000);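 active = compounds whose normalised, plate-corrected inhibition of enzyme fluorescence in the single-dose primary screen is 50% or more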;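 also: 0% = DMSO with enzyme and 100% = substrate without enzyme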
E coli Lon inh: inhibitors of E. coli Lon protease, primary screen, biochemical, fluorescence polarization; purified E. coli Lon protease; inhibition, % at 7.94 µM; actives 0.42% (n = 360,000); in the data active = inhibition above about 13%, passing the limit was not always enough;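 also: 0% = enzyme with probe and DMSO and 100% = no enzyme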
Rin1 Abl inh: inhibitors of Rin1-Abl protein binding, primary screen, biochemical, TR-FRET; Tyrosine-protein kinase ABL1 (Homo sapiens) + Ras and Rab interactor 1 (Homo sapiens), …; AID 588664, 2011; actives 0.4% (n = 360,000); inhibition, % at 7.35 µM; in the data active = inhibition above about 5%, passing the limit was not always enough
MLLE-PAM2 inh: inhibitors of PABP1 MLLE–PAM2 peptide binding, primary screen, biochemical, fluorescence polarization, FITC-PAM2, GST-MLLE; Polyadenylate-binding protein 1 (Homo sapiens), P11940; inhibition, % at 20 µM; actives 0.36% (n = 360,000); AID 588489, 2011; in the data active = inhibition above about 35%, passing the limit was not always enough;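 also: plate controls were DMSO wells with GST-MLLE for no effect and wells lacking GST-MLLE protein for full effect; some results filed as inactive read as strong as hits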
Active calls of the source: *; i = inactive; . = no result given. Outcome played no part in choosing rows; any-hit rate near 4%.

A first look (two entries):
Values run as follows: Neddylation inh | SKN-1 inh | NRP1-CendR mod | bovine MsrA act | MT1-MMP act inh | FAS-TE inh | E coli Lon inh | Rin1 Abl inh | MLLE-PAM2 inh
COc1c(S(=O)(=O)NCCN2CCOCC2)ccc(Cl)c1Cl
→ i | 1 | -9 | -3 | 5 | -4 | -4 | 7 | -5
C/C=C/C(=O)OCC(=O)NC(=O)NC(C)C
→ i | -1 | 3 | -4 | -2 | -4 | 0 | 0 | 4

The list itself, from the start:
Values run as follows: Neddylation inh | SKN-1 inh | NRP1-CendR mod | bovine MsrA act | MT1-MMP act inh | FAS-TE inh | E coli Lon inh | Rin1 Abl inh | MLLE-PAM2 inh
COc1c(S(=O)(=O)NCCN2CCOCC2)ccc(Cl)c1Cl
→ i | 1 | -9 | -3 | 5 | -4 | -4 | 7 | -5
C/C=C/C(=O)OCC(=O)NC(=O)NC(C)C
→ i | -1 | 3 | -4 | -2 | -4 | 0 | 0 | 4
CCOC(=O)CC(NC(=O)CCS(=O)(=O)c1ccc2c(c1)n(C)c(=O)c(=O)n2C)c1ccc(C)cc1 (configuration not stated)
→ i | 11 | -5 | -2 | 2 | 1 | -2 | 2 | -3
COC(=O)C1=C(C)OC(N)=C(C#N)C1c1cc(OC)c(OCC(N)=O)cc1Cl (configuration not stated)
→ i | 0 | -8 | -1 | -2 | -5 | -2 | -5 | 3
Nc1nonc1C(=O)N/N=C/c1cccc([N+](=O)[O-])c1
→ i | -8 | 4 | -5 | -5 | -7 | 0 | -2 | 4
O=C(Cc1ccc(-c2ccccc2)cc1)NCCN1CCOCC1
→ i | -1 | 6 | -6 | 4 | -6 | -12 | -1 | 5
O=C(c1cccc(C(F)(F)F)c1)N1CCC(O)(CS(=O)(=O)Cc2ccccc2)CC1
→ i | -27 | 5 | -2 | 1 | -5 | 8 | 4 | -10
CC(C)CNC(=O)COC(=O)c1ccc(F)cc1Cl
→ i | 5 | 7 | -2 | 2 | -4 | -1 | 0 | -4
CCOC(=O)c1c(NC(=O)CNCCO)sc(C)c1C
→ i | -24 | -8 | -13 | -3 | -2 | -8 | 3 | 4
Cc1ccc(NC(=O)C2CCN(S(=O)(=O)c3cc([N+](=O)[O-])ccc3Cl)CC2)nc1
→ i | 0 | -5 | -4 | 8 | 13 | 0 | -5 | 7
Cc1ccc2c(c1)N(CC(=O)NCc1ccco1)C(=O)CO2
→ i | -4 | 2 | -6 | -1 | -8 | -7 | 2 | -1
c1ccc(-c2nc(NC3CCCC3)c3ccccc3n2)cc1
→ i | 6 | 8 | -5 | -2 | 35 | -2 | 2 | 5
CN(C(=O)c1ccc(NC(=O)Cc2cccc(NC(=O)C3CCCN(C(=O)c4ccccc4)C3)c2)cc1)C1CC1 (configuration not stated)
→ i | -9 | 2 | -4 | 4 | -6 | -10 | 0 | -8
CC(C)Oc1ccc(F)cc1-c1cc(C(=O)NCc2ccc(C(F)(F)F)cc2)[nH]n1
→ i | 15 | -1 | 0 | -2 | 35 | 10 | -2 | -4
CCCC(=O)Nc1ccc(S(=O)(=O)N2CCOCC2)cc1
→ i | 7 | -10 | -2 | 2 | -7 | 6 | 0 | -6
CN(C)/N=C1\C(=O)N(CN2CCN(c3ccccc3)CC2)c2ccccc21
→ i | -2 | 4 | -3 | 3 | 6 | 3 | 2 | 6
Cc1ccc(-n2ncc3c2CCCC3NC(=O)CCCN2CCCCC2=O)cc1C (configuration not stated)
→ i | 15 | 3 | -4 | 1 | -4 | -1 | -1 | -7
Cc1cc(C)c(NC2=NCC(=O)N2C2CCCCC2)c(C)c1
→ i | 3 | -1 | -2 | -4 | -4 | 3 | -1 | 12
Cc1ncc(N=Nc2ccccc2)c(-c2ccccc2)n1
→ i | 28 | -9 | -5 | 1 | 9 | 7 | -1 | 1
Cc1ccc(OCC(=O)Nc2cc(S(=O)(=O)N3CCOCC3)ccc2Cl)c([N+](=O)[O-])n1
→ i | 2 | 2 | 2 | 2 | 3 | -2 | 2 | 5
CCC1CCCCN1C(=O)CSc1nnc(-c2ccc(OC)cc2)o1 (configuration not stated)
→ i | 3 | -4 | -5 | -4 | 3 | -3 | 4 | -78
O=C(Nc1nc(-c2ccccn2)cs1)c1cccc(-n2cnnn2)c1
→ i | -13 | -8 | -10 | 6 | 5 | -6 | 4 | 13
CC(=O)Oc1ccc2ccccc2c1C(NC(=O)C(C)C)c1cccc([N+](=O)[O-])c1 (configuration not stated)
→ i | 7 | -6 | -4 | -12 | -3 | -2 | 3 | -8
COC(=O)CN1C(=S)N(c2ccc(OC)cc2)C(=O)C1CC(=O)Nc1ccc(F)cc1 (configuration not stated)
→ i | -2 | 7 | -1 | 1 | 5 | -3 | 2 | 27
O=C(CCNC(=O)c1ccc([N+](=O)[O-])cc1)NC1CCCc2ccccc21 (configuration not stated)
→ i | -4 | 1 | -6 | 4 | 47 | 6 | 1 | -9
CC1CCCC(n2cnc3cc(C(=O)O)ccc32)C1C (configuration not stated)
→ i | 1 | -4 | -4 | -3 | -4 | -6 | -1 | -3
CCOC(=O)N1CCN(C(=O)COc2ccccc2OC)CC1
→ i | -12 | 10 | -11 | -6 | -9 | -8 | 5 | 14
C=CCn1c(C)cc(C2=NNC(=NC(C)(C)C)SC2)c1C
→ i | -2 | 6 | -12 | -7 | -13 | 0 | 4 | 9
O=[N+]([O-])c1ccc(CN2CCN(c3ccc4ccccc4n3)CC2)cc1
→ i | -11 | -6 | -3 | 5 | 22 | -16 | 1 | 5
Cc1cc(C)cc(NC(=O)CCc2c(C)nn(-c3ccc(N4CCCCC4)nn3)c2C)c1
→ i | 20 | -9 | -7 | 7 | 16 | -3 | 3 | 14
CCN(C(=O)COC(=O)c1ccc2[nH]c3c(c2c1)CCCC3)C1CCS(=O)(=O)C1 (configuration not stated)
→ i | 5 | 11 | -3 | 4 | 2 | 6 | 2 | 4
CC(C)(C)c1cc(N2CCOCC2)n2ncc(-c3ccc(Cl)cc3)c2n1
→ . | 18 | -2 | -2 | -6 | 24 | -3 | -1 | 3
COc1ccc(OC)c(NC(=O)CCN2CCN(C)CC2)c1
→ i | 19 | 12 | -3 | 2 | -4 | -5 | 2 | -3
Cc1cc(SCC(=O)N/N=C/c2ccccc2C(=O)O)c(C)cc1Br
→ i | 9 | 0 | -11 | -4 | 1 | -1 | 0 | 9
COc1ccc(N(CC(=O)NC2CCCCC2)C(=O)CCCC(=O)Nc2ccccn2)cc1
→ i | 9 | 7 | -3 | 3 | 6 | -6 | 2 | -5
CC(C)n1c(O)c(/C=C2\C=NN=C2c2ccccc2)sc1=S
→ i | 15 | 3 | -3 | -9 | -59 | 3 | -6 | 15
CC(C)Oc1ccc(C(=O)NCc2cccs2)cc1
→ i | 13 | -7 | -3 | 0 | -4 | -3 | 1 | -9
O=C(c1cccc(Br)c1)N1CCN(S(=O)(=O)N2CCCCCC2)CC1
→ i | -17 | 2 | -6 | 2 | -1 | -3 | -1 | -3
CC1=NN2C(=N)/C(=C\c3cc(C)n(-c4cccc(C)c4)c3C)C(=O)N=C2S1
→ i | -11 | -4 | -7 | -4 | 2 | 11 | 2 | -13
OCC1OC(c2ccc(O)cc2O)C(O)C1O (configuration not stated)
→ i | -3 | 29* | -1 | 10 | -2 | -8 | . | .
COc1ccc(Br)cc1/C=C/C(=O)Nc1ccc2ccccc2c1
→ i | 7 | 0 | -6 | -7 | 27 | -4 | -1 | -5
CN(CCCn1cnc2c(OCc3ccccc3)ncnc21)Cc1ccco1
→ i | 9 | 16 | -2 | 0 | -6 | 4 | -2 | -12
CN(CCOCCOc1ccc2ccccc2c1)Cc1ccccc1
→ i | 9 | 1 | -4 | 1 | 5 | 6 | 0 | 3
CC(=O)OCC(OC(C)=O)C(OC(C)=O)C(OC(C)=O)C(=O)Nc1ccccc1 (configuration not stated)
→ i | -7 | -4 | -16 | 2 | -3 | -9 | 9 | 9
CC1(C)SC2c3ccccc3C(=O)N2C1C(=O)O (configuration not stated)
→ i | -4 | 3 | -4 | -7 | -3 | -8 | 3 | 7
O=C(NC1(C(F)(F)F)N=C(c2ccccc2)NC1=O)c1ccccc1F (configuration not stated)
→ i | -5 | 8 | -3 | 1 | -10 | -3 | 0 | -5
O=C(COc1ccc(S(=O)(=O)N2CCOCC2)cc1Cl)NC1CC1
→ i | 3 | -7 | -2 | -2 | -4 | 6 | 1 | -1
COc1ccc(NCC(=O)N/N=C(\C)c2cc3ccccc3o2)cc1
→ i | 3 | 11 | -3 | 0 | 3 | -4 | 0 | 4
COc1cccc(-c2noc(C3CCCN(S(=O)(=O)c4cccc(Cl)c4C)C3)n2)c1 (configuration not stated)
→ i | -20 | 12 | -5 | -6 | 32 | 0 | -2 | 3
CCOc1cc(S(=O)(=O)n2cc(-c3ccc(F)cc3)c(N)n2)cc(OCC)c1OCC
→ i | 2 | 1 | 0 | -6 | 20 | -3 | 0 | 2
Clc1ccc2oc(SCc3cccnc3)nc2c1
→ i | 41* | 8 | -3 | -4 | 4 | -4 | -4 | -14

Already shown: an excerpt of the list.
Values run as follows: Neddylation inh | SKN-1 inh | NRP1-CendR mod | bovine MsrA act | MT1-MMP act inh | FAS-TE inh | E coli Lon inh | Rin1 Abl inh | MLLE-PAM2 inh
Cc1ccc2c(c1)N(CC(=O)NCc1ccco1)C(=O)CO2
→ i | -4 | 2 | -6 | -1 | -8 | -7 | 2 | -1
c1ccc(-c2nc(NC3CCCC3)c3ccccc3n2)cc1
→ i | 6 | 8 | -5 | -2 | 35 | -2 | 2 | 5
CN(C(=O)c1ccc(NC(=O)Cc2cccc(NC(=O)C3CCCN(C(=O)c4ccccc4)C3)c2)cc1)C1CC1 (configuration not stated)
→ i | -9 | 2 | -4 | 4 | -6 | -10 | 0 | -8
CC(C)Oc1ccc(F)cc1-c1cc(C(=O)NCc2ccc(C(F)(F)F)cc2)[nH]n1
→ i | 15 | -1 | 0 | -2 | 35 | 10 | -2 | -4
CCCC(=O)Nc1ccc(S(=O)(=O)N2CCOCC2)cc1
→ i | 7 | -10 | -2 | 2 | -7 | 6 | 0 | -6
CN(C)/N=C1\C(=O)N(CN2CCN(c3ccccc3)CC2)c2ccccc21
→ i | -2 | 4 | -3 | 3 | 6 | 3 | 2 | 6
Cc1ccc(-n2ncc3c2CCCC3NC(=O)CCCN2CCCCC2=O)cc1C (configuration not stated)
→ i | 15 | 3 | -4 | 1 | -4 | -1 | -1 | -7
Cc1cc(C)c(NC2=NCC(=O)N2C2CCCCC2)c(C)c1
→ i | 3 | -1 | -2 | -4 | -4 | 3 | -1 | 12
Cc1ncc(N=Nc2ccccc2)c(-c2ccccc2)n1
→ i | 28 | -9 | -5 | 1 | 9 | 7 | -1 | 1
Cc1ccc(OCC(=O)Nc2cc(S(=O)(=O)N3CCOCC3)ccc2Cl)c([N+](=O)[O-])n1
→ i | 2 | 2 | 2 | 2 | 3 | -2 | 2 | 5
CCC1CCCCN1C(=O)CSc1nnc(-c2ccc(OC)cc2)o1 (configuration not stated)
→ i | 3 | -4 | -5 | -4 | 3 | -3 | 4 | -78
